IEC-6 tox: counter-screen for KLF5 inhibitors: cytotoxicity in IEC-6 cells; IEC-6 cytotoxicity, luminescence viability; AID 1825; 290,000 compounds, 0.78% hits; inhibition, % at 5 µM; in the data active = inhibition above about 22%;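 also: 0% = plate median of test compound wells and 100% = cytotoxic reference compound wells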
KLF5 inh: kruppel-like factor 5 inhibition. inhibition, % at 5 µM. AID 1700. 290,000 compounds, 0.23% hits. DLD-1 KLF5 promoter-luciferase reporter, luminescence;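 active = inhibition above a per-plate limit of that plate's mean compound inhibition plus 3 SD, cut at about 60% in these data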;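 also: 0% = DMSO wells and 100% = LY294002 at 200 µM; higher means less KLF5 promoter-driven luciferase light; inactives centre near -14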
Platelet DG rel: modulates dense granule release in human platelets; human platelet-rich plasma, SFLLRN dense granule ATP release, luminescence; 300,000 compounds, 0.22% hits; inhibition, %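 (compounds screened at 7.5 µM in platelet-rich plasma)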;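 active = mean replicate score, as percent of positive control, at or above 50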
HSF1 inhib: HSF1 inhibition; 300,000 compounds, 0.77% hits; activity change, negative = inhibition, % at 7.5 µM (by protocol); AID 2098; NIH3T3-HGL HSE-luciferase, MG132-induced, luminescence 8 h; stronger effect = lower value;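 active = more than half of replicate wells show activity change below -50%, luminescence cut by over half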;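 also: luciferase reports HSF-1 transcriptional activity via heat shock element; 0% = median of DMSO wells and -100% = zero luminescence signal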
HSP90 inh: inhibitors of HSP90 luciferase refolding in rabbit reticulocyte lysate; luciferase refolding luminescence, 3 h; inhibition, % at 5.6 µM; 290,000 compounds, 0.91% hits;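 active = inhibition above the screen-wide mean plus 3 SD, computed separately per campaign, cut at about 16% in these data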;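 also: 0% = DMSO wells and 100% = 60 µM geldanamycin wells; inhibitors lower the luminescence because luciferase stays unfolded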
HIF activator: HIF pathway transcriptional activation | U2OS HRE-luciferase reporter, luminescence; normalized: DMSO 0%, desferrioxamine 100% | AID 1910 | 300,000 compounds, 0.32% hits | activation, % at 7.5 µM (by protocol);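 active = mean activation of at least 10% of the iron chelator positive control signal, with at least half of replicates also reaching 10%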
AI-2 QS modul: modulates the Vibrio harveyi AI-2 quorum sensing system | Vibrio harveyi JMH597 AI-2 luminescence/OD600 ratio, 9 h; stronger effect = lower value; strain lacks LuxN and CqsS sensors; 0 = neutral-control median | activity change, % at 7.5 µM | 300,000 compounds, 0.4% hits; in the data active = activity change below about -75%, passing the limit was not always enough;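 also: luminescence divided by OD600 gain over 9 h not by final OD600 alone; inactives centre near 13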
HDAC3 inh: inhibitors of human histone deacetylase 3. O15379. inhibition, % at 8.3 µM. recombinant HDAC3, fluorogenic peptide/trypsin coupled, fluorescence. AID 2718. 320,000 compounds, 0.15% hits; in the data active = inhibition above about 26%, passing the limit was not always enough
Target sequence (O15379 whole entry, looked up): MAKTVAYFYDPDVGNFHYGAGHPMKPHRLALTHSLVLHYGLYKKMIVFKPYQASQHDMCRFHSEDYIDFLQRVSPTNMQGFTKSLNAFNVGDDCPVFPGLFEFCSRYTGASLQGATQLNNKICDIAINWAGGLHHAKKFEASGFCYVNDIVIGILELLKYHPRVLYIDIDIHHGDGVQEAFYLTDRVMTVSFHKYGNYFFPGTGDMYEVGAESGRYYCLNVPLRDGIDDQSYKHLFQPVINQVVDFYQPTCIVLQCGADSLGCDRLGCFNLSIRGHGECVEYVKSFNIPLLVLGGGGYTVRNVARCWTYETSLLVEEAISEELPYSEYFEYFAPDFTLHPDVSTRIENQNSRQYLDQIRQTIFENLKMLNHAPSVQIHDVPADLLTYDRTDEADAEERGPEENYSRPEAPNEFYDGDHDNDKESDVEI
HSF1 activator: increases HSF-1 driven luciferase reporter signal; NIH3T3-HGL HSF-1 luciferase reporter, MG132, 8 h; 100% = twice DMSO control signal; activation, % at 9 µM; 300,000 compounds, 1.7% hits;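 active = mean replicate activation of at least 50% with a set share of replicates each reaching 50%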;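 also: 0% = median of the neutral control wells and 100% = twice that signal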
aSyn 5UTR inh: 5' untranslated region of α-synuclein, MLPCN primary screen; AID 1813; alpha-synuclein 5'UTR reporter, inhibitor activity; 300,000 compounds, 0.82% hits; inhibition, % (tested at 7.5 µM); in the data active = inhibition above about 60%;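 also: H4 neuroglioblastoma cells stably carrying SNCA 5'UTR luciferase fusion; 0% = DMSO wells and 100% = positive control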
* marks the source's active call; other numbers are inactive results; nt = not tested or not shown. Compounds as they come. Share with any hit: about 5%.

SMILES | IEC-6 tox | KLF5 inh | Platelet DG rel | HSF1 inhib | HSP90 inh | HIF activator | AI-2 QS modul | HDAC3 inh | HSF1 activator | aSyn 5UTR inh
CCCCCC1CCC(c2n[nH]c(=S)n2C)CC1 (stereo unspecified) | 3 | -15 | 4 | -6 | -2 | -0.3 | 22 | 0 | 7 | 21
CCOc1cc(S(=O)(=O)NC2CC(C)(C)NC(C)(C)C2)ccc1F | -5 | -26 | -1 | -13 | -4 | 0.2 | 27 | -2 | -29 | 10
Cc1ccc2c(c1)n([O-])c1c([n+]2=O)CCCC1 | -2 | -10 | 3 | 1 | 5 | 0.3 | 10 | 5 | -14 | 4
CNc1nnc(-c2cccc(N(C)C)c2)s1 | 2 | -31 | 5 | 6 | -4 | 0.6 | 7 | -7 | -2 | -94
Cc1cccc(C)c1OCc1nnc(SCC(=O)Nc2cccc(C(=O)N3CCOCC3)c2)n1C | 4 | 14 | 0 | 2 | 5 | 1.2 | -2 | -3 | -6 | 1
O=C(NCc1ccc2c(c1)OCO2)c1ccc(-c2ccc(Cl)cc2)o1 | 0 | -16 | 19 | 7 | 1 | 0.0 | 22 | 5 | 25 | 1
CCOC(=O)c1ccc(NC(=O)CCOc2ccc(OC)cc2)cc1 | 2 | -14 | 12 | 1 | 4 | -0.2 | 13 | 5 | 11 | 15
COc1ccc(N=C2NC(=O)/C(=C/c3ccco3)S2)cc1 | -1 | -40 | -15 | 4 | -6 | 2.6 | 14 | 3 | 5 | -127
COc1cc(/C=N/NC(=O)c2ccncc2)ccc1OC(=O)c1cccc(Br)c1 | 3 | 0 | 0 | 4 | -1 | 0.5 | 5 | 2 | 9 | 8
Cc1ccc(CN2CCN(Cc3ccc(-n4cccn4)cc3C)CC2CCO)cc1 (stereo unspecified) | 2 | -26 | 4 | -1 | -1 | -0.1 | 15 | 1 | -9 | 6
CN(C)c1ccc(C(O)P(=O)(OCc2ccccc2)c2ccc(N(C)C)cc2)cc1 (stereo unspecified) | -1 | 7 | 23 | -3 | -2 | -0.6 | 0 | -10 | 11 | 13
COc1ccccc1N=Cc1nc(-c2ccccc2)oc1OC(C)=O | 1 | -24 | -2 | -19 | 1 | 0.1 | 10 | 23 | -13 | -11
COc1cccc(C(c2c(C)[nH]n(-c3ccccc3)c2=O)c2c(C)[nH]n(-c3ccccc3)c2=O)c1O | nt | nt | 0 | 10 | nt | -0.1 | 8 | 2 | 16 | 19
C=CCc1cccc2cc(C(=O)Nc3cccc(C(=O)O)c3)c(=O)oc12 | 1 | -28 | 6 | 4 | -3 | 0.4 | 7 | 1 | -19 | -36
Clc1ccc(CN2CCCCCCC2)cc1 | 2 | -51 | -4 | -4 | 6 | 0.0 | 25 | 7 | -15 | -17
CCN(CC)CCOc1c(Br)ccc2c1sc1nc3n(c(=O)c12)CCC3 | -1 | -27 | -4 | -4 | -1 | -2.7 | 0 | -8 | 11 | -111
CC(=O)OCc1c(F)c(F)c(-n2nc(C)cc2C)c(F)c1F | -3 | -29 | -3 | -3 | -4 | 0.3 | 15 | 6 | -16 | 6
C=CCCCCCCCCc1nc(SCC(=O)O)n[nH]1 | -9 | -42 | -5 | -3 | -8 | 0.0 | 23 | 3 | -10 | 4
O=C(CN1CCN(c2ccc(F)cc2)CC1)Nc1nccs1 | -6 | -15 | -5 | 1 | 4 | 0.1 | 2 | -1 | -11 | 0
Cc1ccc(C)c(Cc2c(C)nc(C)[nH]c2=O)c1 | 4 | -9 | 8 | -2 | 3 | -1.2 | 30 | 9 | -8 | 16
COc1cccc(OCc2cc(C(=O)N3CCN(c4ccccc4O)CC3)no2)c1 | 5 | -145 | 3 | -1 | 0 | 0.6 | 6 | 1 | -5 | 6
O=C(CSc1ccccc1)N1CCN(c2ccc(F)cc2)CC1 | nt | nt | -8 | 14 | nt | 0.2 | 29 | -7 | 21 | -23
O=C(c1ccccc1NS(=O)(=O)c1cccc([N+](=O)[O-])c1)N1CCOCC1 | -2 | 13 | 3 | -38 | -4 | -0.3 | 14 | 8 | -52 | 10
O=C(OCc1nnc(-c2ccccc2)o1)C1CCN(S(=O)(=O)c2cccs2)CC1 | -6 | -21 | nt | -4 | 3 | 0.2 | nt | -3 | 14 | -9

The closing 2 entries of the section above are carried over, then new ones follow:
SMILES | IEC-6 tox | KLF5 inh | Platelet DG rel | HSF1 inhib | HSP90 inh | HIF activator | AI-2 QS modul | HDAC3 inh | HSF1 activator | aSyn 5UTR inh
O=C(c1ccccc1NS(=O)(=O)c1cccc([N+](=O)[O-])c1)N1CCOCC1 | -2 | 13 | 3 | -38 | -4 | -0.3 | 14 | 8 | -52 | 10
O=C(OCc1nnc(-c2ccccc2)o1)C1CCN(S(=O)(=O)c2cccs2)CC1 | -6 | -21 | nt | -4 | 3 | 0.2 | nt | -3 | 14 | -9
C/C=C/C(=O)Nc1ccc(N2CCN(c3ccc(C(F)(F)F)cn3)CC2)nc1 | -4 | -35 | 16 | -7 | 3 | 0.0 | 21 | -1 | -10 | -8
CC(=O)Nc1ccc(/C=N/NS(=O)(=O)c2cc(C)ccc2C)cc1 | 7 | 15 | 10 | 4 | -4 | -0.5 | 9 | nt | -16 | -13
Cc1ccc(C(=O)Nc2ccccc2C(=O)NC(CC(=O)O)C(=O)O)cc1 (stereo unspecified) | -1 | -15 | 3 | 0 | 0 | 0.7 | -23 | 0 | 0 | -14
Cc1ccccc1NC(=S)NCc1cccs1 | 0 | -17 | -8 | -2 | 4 | -0.1 | -4 | 0 | -8 | 7
CCOc1cc(S(=O)(=O)N(CC)CC)c(OCC)cc1-n1cnnn1 | -5 | -22 | 2 | -32 | -2 | -0.1 | 8 | nt | -45 | 0
O=C(CN1C(=O)c2ccccc2S1(=O)=O)N1CCCCC1 | -3 | -135 | 2 | 11 | -4 | 0.9 | 15 | -5 | 54* | -6
CCOC(=O)C(Cc1ccc(OC)c([N+](=O)[O-])c1)NC(=O)CCC(=O)Nc1ccc(C)cc1 (stereo unspecified) | 1 | -15 | 3 | 6 | 2 | 0.5 | 19 | -3 | -8 | 15
CC(NC(=O)C1CCC1)c1ccccc1 (stereo unspecified) | 0 | -11 | -1 | 4 | -1 | -0.3 | 9 | -6 | 25 | 6
O=C(NC1=NCCS1)NC12CC3CC(CC(C3)C1)C2 | -2 | 7 | 1 | 2 | -4 | 0.0 | 19 | -1 | 32 | -18
O=C(NC1CCCC1)c1ccc(Cl)c(S(=O)(=O)N2CCOCC2)c1 | 2 | -11 | 0 | -1 | -5 | 0.0 | nt | 1 | 19 | -1
Cc1c(OCC(=O)NC(Cc2ccc(Cl)cc2)C(=O)O)ccc2c1oc(=O)c1ccccc12 (stereo unspecified) | -4 | -17 | 1 | 0 | -6 | 0.0 | 18 | -20 | 6 | 11
Cc1cccn2c(=O)c3cc(C(=O)NCC4CCCO4)c(=N)n(Cc4ccc(F)cc4)c3nc12 (stereo unspecified) | -8 | -32 | -1 | -5 | -2 | -1.6 | 23 | -202 | 5 | 10
CN(Cc1ccccc1)S(=O)(=O)c1nnc(NC(=O)c2ccc(F)cc2)s1 | 0 | -4 | -2 | -6 | -6 | -0.1 | 33 | -2 | 8 | 17
CCn1c(CNC(=O)C2CCCCC2)cc2cc(C)ccc21 | 0 | -38 | -5 | -1 | 1 | -47 | 32 | 0 | -11 | 4
Cc1cccc(SCC(=O)Nc2ccccc2[N+](=O)[O-])c1 | -4 | -4 | -1 | 11 | -3 | -0.7 | -12 | -1 | 25 | 10
COc1ccccc1NC(=O)CN1CCN(c2ccccc2F)CC1 | 0 | 6 | 19 | -5 | 3 | -0.6 | 45 | 3 | -11 | 2
Cc1cccc(C)c1OCC(=O)Nn1c(=O)[nH]c2ccccc2c1=O | 0 | -36 | 0 | -9 | -3 | -0.3 | 17 | 3 | -4 | 15
C=C(C)CSC1=C(C#N)C(c2ccccc2)CC(=O)N1 (stereo unspecified) | -2 | 21 | 1 | 4 | -2 | 0.2 | 4 | -2 | 16 | 8
CNS(=O)(=O)c1cc(-c2nnc(Nc3ccc(NC(C)=O)cc3)c3ccccc23)ccc1C | -9 | 5 | -4 | 1 | -4 | -5.8 | 30 | -1 | -2 | -3
Cc1cccc(OCc2nc(-c3ccc(Br)o3)no2)c1 | 2 | -10 | 10 | 12 | -3 | 0.7 | -78* | 4 | 26 | -42
COc1ccc(C2c3c(oc4ccccc4c3=O)C(=O)N2c2ccccn2)cc1 (stereo unspecified) | -9 | -13 | 4 | -4 | -2 | -0.1 | 6 | -2 | 1 | 18
Nc1c(Cl)ncnc1N/N=C/c1cccc(O)c1 | 8 | -34 | 15 | -4 | -1 | -0.7 | -12 | 3 | -4 | -50
Nc1cccc(Oc2ccc3c(c2)C(=O)N(CC2CCCO2)C3=O)c1 (stereo unspecified) | -6 | -79 | nt | nt | 9 | nt | 31 | 7 | nt | nt
Cc1cc2ncn(CCC(=O)NC(C)(C)C)c2cc1C | 1 | 1 | -2 | -9 | 0 | -0.3 | 38 | -6 | 5 | 15
CCS(=O)(=O)c1nc(S(=O)(=O)c2ccc(Cl)cc2)c(NCCOC)s1 | 10 | -14 | 2 | -5 | 2 | -0.7 | 4 | 7 | 1 | -10
COC(=O)c1[nH]c2cccc(C)c2c1NC(=O)CN1CCN(C(=O)c2ccco2)CC1 | 3 | -8 | -4 | -3 | -1 | -0.3 | 14 | -3 | -9 | 34
CCO[C@H]1OC(C(=O)NCc2nc3ccccc3[nH]2)=C[C@@H](C2CC2)[C@@H]1CCCO | 72* | 72* | -3 | -10 | 1 | 1.6 | 20 | -6 | -20 | 80*
OCCCNC(=S)Nc1ccc(Nc2ccccc2)cc1 | -1 | -44 | 1 | -2 | -3 | -1.1 | 27 | -5 | 6 | -27
CCc1nnc(NC(=O)CSc2nc(-c3ccccc3)nc3ccccc23)s1 | -2 | -2 | 5 | -1 | 1 | -0.1 | 10 | 1 | 6 | -10
COC(=O)CN1C(=O)Nc2ccc(Cl)cc2C1c1ccccc1 (stereo unspecified) | 1 | 11 | -1 | 7 | 3 | 1.1 | 3 | -1 | 12 | 21
COc1cnn(-c2ccccc2)c(=O)c1OC | -3 | 9 | -11 | -6 | -1 | -0.5 | 30 | -1 | -5 | -18
CSC1=NCCN1S(=O)(=O)c1ccc(C)cc1 | -5 | -9 | 1 | 5 | -4 | 0.2 | 6 | 6 | 3 | 2
CN(CCC#N)C(=O)COC(=O)c1ccc(CNS(=O)(=O)c2ccc(F)c(Cl)c2)cc1 | -11 | -7 | -12 | 7 | 1 | 0.1 | -5 | 9 | 14 | -8
CCOC(=O)c1c(C)[nH]c(C)c1C(=O)Cn1nnc(-c2ccccc2C)n1 | -5 | -25 | -2 | 2 | 2 | -1.0 | -30 | 9 | 2 | 49
O=C(O)c1ccccc1C(=O)Nc1ccccc1NC(=O)c1ccccc1C(=O)O | nt | nt | 9 | 32 | nt | 2.0 | 31 | 5 | 50 | -126
NC(=O)c1sc2nc(-c3ccco3)ccc2c1N | -22 | 13 | 9 | 14 | 2 | 1.1 | 29 | -7 | 32 | -62
Clc1ccc(C2Nc3cccc4cccc(c34)N2)cc1 | 2 | 2 | 5 | -4 | 5 | 0.1 | 0 | 7 | 1 | -28
Cc1cc(C)c(C)c(S(=O)(=O)N2CCN(c3ccc(O)cc3)CC2)c1C | -2 | -22 | -7 | -6 | -6 | -13 | 5 | -4 | 6 | 30

High-throughput results deposited in PubChem BioAssay by several laboratories.
